# Screening data deposited in PubChem by National Center for Advancing Translational Sciences (NCATS).
# BCR signal inh: qHTS Assay to Find Inhibitors of Chronic Active B-Cell Receptor Signaling; ABC-DLBCL IkBa-CBG/CBR reporter, luminescence ratio, 4 h; Potency, µM (highest dose often 46.1 µM), for inactives: at the top dose ratio change, negative = lower green/red ratio, hits mostly inhibitors; actives 0.05% (n = 340,000); AID 493014, 2011; active means well fitted inhibition curve with a large enough effect in the signal ratio, with a control signal flat, not every such curve was filed as active; inconclusive means small, poorly fitted or top-dose-only effect, or effect the other way, or a change in a side signal; the % refers to the signal ratio;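 further: potency means the concentration at half of the fitted maximal effect; plate controls were basal doxycycline-induced cells for no effect and cells given 10 µM MG132 for full effect; MG132 reads +100%, hits lower the ratio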
#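 TMD8 ABC-DLBCL cells carrying doxycycline-inducible green luciferase fused to IkappaBalpha plus unfused red luciferase were exposed to compounds (up to 46 uM) for 4 hrs at 37C. Activity came from the overlap-corrected green/red luminescence ratio.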
# Eya2 inh: qHTS Assay for Inhibitors of the Phosphatase Activity of Eya2; Protein phosphatase EYA2 (Homo sapiens), O00167; recombinant Eya2, OMFP fluorescence dephosphorylation (OMFP is methylfluorescein phosphate); actives 0.006% (n = 330,000); Potency, µM (series often up to 76.9 µM), inactives show top-dose activity, negative = inhibition, usual class: inhibitors; further: potency means the concentration at half of the fitted maximal effect; on the % scale 0 is the no-effect control and ±100 the full control effect
# Target sequence (O00167 whole entry, looked up): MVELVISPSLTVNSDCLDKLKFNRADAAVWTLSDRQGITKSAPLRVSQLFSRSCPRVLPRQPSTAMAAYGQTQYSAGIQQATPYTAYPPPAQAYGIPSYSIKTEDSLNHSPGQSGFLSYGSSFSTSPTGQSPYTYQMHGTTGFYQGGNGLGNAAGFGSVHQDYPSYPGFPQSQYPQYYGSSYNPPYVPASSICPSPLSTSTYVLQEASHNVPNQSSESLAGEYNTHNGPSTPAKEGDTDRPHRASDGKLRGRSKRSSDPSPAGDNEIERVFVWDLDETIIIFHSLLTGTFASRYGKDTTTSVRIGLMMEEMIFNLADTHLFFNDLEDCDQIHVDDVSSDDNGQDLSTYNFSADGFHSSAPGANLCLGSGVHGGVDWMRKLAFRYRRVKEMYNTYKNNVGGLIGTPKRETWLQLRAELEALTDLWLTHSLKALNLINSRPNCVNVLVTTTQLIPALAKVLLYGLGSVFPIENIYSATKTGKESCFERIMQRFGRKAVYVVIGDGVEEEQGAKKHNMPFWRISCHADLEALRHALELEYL
#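 Eya2 protein (added as 0.2 uM solution) was preincubated with compound for 10 min at ambient temperature in 50 mM HEPES pH 7.5, 50 mM NaCl, 5 uM MgCl2, 0.05% BSA, 1 mM DTT. OMFP (added at 50 uM) then reacted 10 min; fluorescence read at 485/525 nm.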
# TCR activator: Activators of T cell receptors: qHTS campaign; Potency, µM (doses to about 9.22 µM), inactives show top-dose activation of IL-2 secretion, usual class: activators; 330,000 tested, under 10 active; AID 504894, 2011; primary human leukocytes, anti-CD3, IL-2 HTRF, 48 h; further: % of control where 0% means no effect
#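 Using a-CD3 beads without co-stimulation, primary human leukocytes were exposed to compounds for 48 hr. An HTRF IL-2 kit measured the cytokine, with europium-to-d2 energy transfer producing emission at 665nm upon 320nm excitation.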
# Mito fusion act: qHTS Assay for Small Molecule Inhibitors of Mitochondrial Division or Activators of Mitochondrial Fusion; actives 0.23% (n = 320,000); S. cerevisiae fusion-defective mutant growth rescue, CellTiterGlo 48 h; Potency, µM (top dose mostly 46.1 µM), inactives show at the highest dose growth rescue (activation), usual class: activators;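 further: potency means the concentration at half of the fitted maximal effect; % of control where 0% means no effect; nearly all actives have a fitted effect of over 45% in size; temperature-sensitive fusion mutants such as fzo1-1 at 37 °C on non-fermentable ethanol glycerol medium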
#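 Luminescent cell viability in 1536-well qHTS format served as the measure of rescued growth in ts fusion-mutant S. cerevisiae cultured on non-fermentable YPEG for 48 hours at 37C.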
# S-ASM inh: Inhibitors of Secretory Acid Sphingomyelinase (S-ASM): qHTS; Sphingomyelin phosphodiesterase (Homo sapiens), P17405; placental ASM, HMU-PC fluorogenic substrate, 60 min; Potency, µM (doses to about 57.5 µM), for inactives: top-dose activity change, negative = inhibition, actives largely listed as inhibitors; actives 0.006% (n = 340,000); AID 504937, 2011; further: potency means the concentration at half of the fitted maximal effect
#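 Human placenta-derived ASM enzyme was preincubated with compound for 10 minutes at room temperature, then given fluorogenic substrate HMU-PC0 (9 uM final) for 60 minutes at 37 °C; a pH 10 stop preceded fluorescence reading at Ex 386/Em 447 nm.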
# A-T KAP1 phos: qHTS Assay for Identifying a Potential Treatment of Ataxia-Telangiectasia | actives 0.19% (n = 320,000) | Potency, µM (doses to about 57.5 µM), for inactives: top-dose activation, actives largely listed as activators | […] A-T fibroblasts, KAP-1 phosphorylation AlphaLISA; neocarzinostatin DNA damage 30 min before lysis | AID 485349, 2010; further: potency means the concentration at half of the fitted maximal effect; % of control where 0% means no effect; nearly all actives have a fitted effect of over 45% in size
#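 hTERT-immortalized A-T patient fibroblasts ([…]), 500 cells/well in OPTI-MEM, 1% FBS, got compounds for 60 min, then NCS for 30 min at 37C. Lysates were then assayed for phospho-KAP-1 by AlphaLISA (anti-pKAP1 donor, anti-KAP1 acceptor beads), 6 hr at 25C.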
# Tb PFK block: qHTS Assay to Find Inhibitors of T. brucei phosphofructokinase. T. brucei PFK, ADP-Glo luminescence. Potency, µM (highest dose often 57.5 µM), inactives show at the top dose activity, negative = inhibition, hits mostly inhibitors. actives 0.17% (n = 330,000). AID 485367, 2010;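 further: potency means the concentration at half of the fitted maximal effect; 0% = uninhibited 1x PFK enzyme wells and -100% = no-enzyme wells; nearly all actives have a fitted effect of over 60% in size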
#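 Activity is normalized to no-enzyme wells (full inhibition) and 1.25 nM enzyme wells (no inhibition). Reaction: 0.5 mM F6P, 0.1 mM ATP, 45 min RT, ADP-Glo luminescence; concentration-response curves fitted and classed by quality.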
# a7 integrin act: qHTS for Activators of Integrin-Mediated Alleviation for Muscular Dystrophy; alpha7betagal myoblasts, beta-gal FDG fluorescence, 48 h; Potency, µM (titrated, usually from 38.3 µM), inactives show at the top dose activation, actives largely listed as activators; actives 0.064% (n = 350,000);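 further: potency means the concentration at half of the fitted maximal effect; 100% = response of the positive control SU9516; nearly all actives have a fitted effect of over 60% in size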
#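 alpha7betagal+/- myoblasts (passage 13, 250/well) treated 48 h at 37C with compounds at 1:260 dilution of DMSO stock. Lysed, then beta-galactosidase activity read as FDG fluorescence (ex 480/em 540) after 30 min, with pre-read for autofluorescence.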
# TSHR antagonist: Antagonists of the Thyroid Stimulating Hormone Receptor: HTS campaign. Thyrotropin receptor (Homo sapiens), P16473. TSHR-expressing cells, TSH-stimulated cAMP HTRF, 2 h; active compounds read low. activity change, negative = inhibition, % at 11.5 µM. actives 0.2% (n = 330,000). AID 504810, 2011;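 active means activity change below a set negative limit, meaning inhibition stronger than a set level, cut at about -70% in these data; inconclusive means activity change between two set negative limits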; further: on the % scale 0 is the no-effect control and ±100 the full control effect
#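 Read-out is FRET at 665 nm (cryptate excitation 337 nm) from a cryptate-tagged anti-cAMP antibody, competed by cell cAMP against cAMP-d2. Compounds are tested on freshly harvested TSHR cells challenged with 4nM TSH (EC80) for 2 hours at 37 deg C.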
# ELG1 repair inh: qHTS screen for small molecules that inhibit ELG1-dependent DNA repair in human embryonic kidney (HEK293T) cells expressing luciferase-tagged ELG1; HEK293T ELG1-luciferase reporter, luminescence, 16 h; DNA damage induced by 5-fluorouridine; Potency, µM (highest dose often 46.1 µM), for the others: at the highest dose activity change, negative = inhibition, actives largely listed as inhibitors; actives 2.3% (n = 330,000); further: potency means the concentration at half of the fitted maximal effect; on the % scale 0 is the no-effect control and ±100 the full control effect; nearly all actives have a fitted effect of over 55% in size
#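 Quantitative HTS, concentration-response format. 2,000 cells/well co-treated with 5-fluorouridine and compound, 16 hr in 5% CO2 at 37 °C; ONE-Glo luminescence read after 30 min.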
# TSG101-PTAP inh: qHTS Assay for Iinhibitors of HIV-1 Budding by Blocking the Interaction of PTAP/TSG101 | Tumor susceptibility gene 101 protein (Homo sapiens), Q99816 | Fluorescence polarization, FITC-PTAP peptide / Tsg101 binding | Potency, µM (doses to about 115 µM), for the others: at the top dose activity change, negative = inhibition, actives largely listed as inhibitors | 340,000 tested, under 10 active | AID 493005, 2010; active means well fitted inhibition curve with a large enough effect in the main read-out, with a control signal flat, not every such curve was filed as active; inconclusive means small, poorly fitted or top-dose-only effect, or effect the other way, or a change in a side signal; inactive means no such curve, though single readings can be large or run the other way; further: potency means the concentration at half of the fitted maximal effect; % of control where 0% means no effect
# Target sequence (Q99816 whole entry, looked up): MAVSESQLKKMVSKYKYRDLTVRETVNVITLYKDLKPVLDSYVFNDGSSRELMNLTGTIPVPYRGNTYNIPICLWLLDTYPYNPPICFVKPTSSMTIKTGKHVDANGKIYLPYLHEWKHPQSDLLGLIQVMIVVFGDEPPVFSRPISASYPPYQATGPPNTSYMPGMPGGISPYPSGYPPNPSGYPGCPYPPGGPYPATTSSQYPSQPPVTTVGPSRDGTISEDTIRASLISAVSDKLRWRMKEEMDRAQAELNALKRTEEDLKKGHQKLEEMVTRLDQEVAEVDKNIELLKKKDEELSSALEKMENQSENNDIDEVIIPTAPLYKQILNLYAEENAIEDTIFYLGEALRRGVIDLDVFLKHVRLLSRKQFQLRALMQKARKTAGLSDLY
#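 Fluorescence polarization binding of Tsg101 binding domain (10 uM final) to FITC-labeled PTAP peptide (50 nM final) in HEPES pH 7.5 buffer with NaCl, Tween 20, EDTA, TCEP. Compounds added before peptide; binding 20 min at RT.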
# Starred values were filed as active, the others as inactive; ? = inconclusive; . = no result given; [ ] = remark or other dose. Unless noted, the call rests on the fitted dose curve; in most records, active means well fitted curve in the direction sought with a large enough effect; inconclusive means small, poorly fitted or top-dose-only effect, or another doubt; inactive means no such curve, though single readings can be large; an effect the other way counts as inactive or inconclusive.
SMILES,BCR signal inh,Eya2 inh,TCR activator,Mito fusion act,S-ASM inh,A-T KAP1 phos,Tb PFK block,a7 integrin act,TSHR antagonist,ELG1 repair inh,TSG101-PTAP inh
COc1cccc(OC)c1C(=O)NC(=S)N1CCN(c2ccc(C(F)(F)F)cc2[N+](=O)[O-])CC1,6%,1%,-1%,-6%,-9%,-3%,6%,14%,3,-20%,0%
CCc1cc2c(=O)n(Cc3ccco3)c(SCC(=O)NCC3CCCO3)nc2s1 (stereo not drawn),?,-17%,2%,0%,1%,3%,1%,12%,2,?,-3%
NC(=O)[C@H]1CC2(CC(c3cccc(NC(=O)COc4ccc(Cl)cc4)c3)=NO2)CN1C(=O)[C@H]1CCC(=O)N1 (stereo partly drawn),-1%,-6%,4%,1%,-1%,-10%,-15%,0%,-2,8%,-7%
NC(=O)c1cc(S(=O)(=O)Nc2cccc(Cl)c2)cs1,7%,-5%,2%,0%,-2%,-3%,1%,7%,-7,-25%,-2%
Nc1nnc(SCC(=O)NNC(=O)c2ccccc2)s1,0%,7%,-10%,3%,6%,6%,-4%,-10%,13,8%,-2%
Cc1nc(C)c(C(=O)OCC(=O)Nc2ccccc2)s1,-11%,-2%,-13%,-3%,1%,-7%,1%,?,10,12%,0%
COC(=O)c1ccc(Cl)c(NS(=O)(=O)c2ccc3c(c2)OCCO3)c1,-29%,8%,-3%,19%,0%,5%,17%,9%,-13,-1%,-6%
O=C(OCC(=O)N1CCN(S(=O)(=O)c2ccc(Cl)cc2)CC1)c1ccc([N+](=O)[O-])o1,2%,-14%,-4%,4%,0%,-2%,1%,-6%,-4,8%,-1%
CN(Cc1ccon1)Cc1cn(Cc2ccccc2)nc1-c1ccc2c(c1)OCO2,-11%,4%,-3%,0%,-1%,0%,1%,3%,2,?,0%
O=C(NCc1ccc(Cl)cc1)C(=O)NCC1OCCCN1S(=O)(=O)c1cccs1 (stereo not drawn),0%,-12%,4%,0%,-1%,17%,-19%,10%,-9,?,.
Cc1ccc(S(=O)(=O)N2CCCC(C(=O)NCc3ccccn3)C2)cc1 (stereo not drawn),0%,-7%,2%,-5%,0%,-1%,4%,-23%,5,7%,-7%
Cc1ccc(NC(=S)N(CCN(C)C)Cc2cccs2)c(C)c1,10%,-26%,1%,-1%,2%,1%,-20%,-4%,-7,-6%,-1%
CCOC(=O)Cn1nc(-c2ccc(C)cc2)ccc1=O,7%,-26%,-2%,4%,-1%,8%,-5%,13%,0,?,-2%
CCOC(=O)Nc1c(C(=O)OC)[nH]c2cc(OC)ccc12,1%,-6%,-3%,3%,0%,-3%,2%,-3%,-2,0%,-4%
O=C(CC(C(=O)N1CCc2ccccc21)n1ccnc1)NCc1cccnc1 (stereo not drawn),?,-3%,-7%[46.1 µM],-6%,0%,-5%,-1%,21%,10,?,-2%
CN(C)C(CNC(=O)CN1C(=O)NC2(CCCC2)C1=O)c1ccccc1 (stereo not drawn),1%,7%,3%,-3%,-1%,0%,0%,-3%,-1,24%,-6%
Cc1cc(C(C)(C)C)ccc1OCCCCN1CCCC1,?,2%,-1%[46.1 µM],-10%,3%,7%,-3%,-40%,2,12%,0%
O=C(N/N=C/c1cccc(F)c1)NC1CCCCC1,?,-22%,-2%[46.1 µM],17%,-3%,-1%,-1%,-7%,-3,?,-1%
Cc1ccc(CNC(=O)CNC(=O)c2ccc(C(C)(C)C)cc2)n1C,-3%,7%,-4%,.,2%,5%,0%,2%,.,2%,-4%
CCN1C(=O)C2(C(C#N)=C(N)Oc3n[nH]c(C(C)C)c32)c2ccccc21 (stereo not drawn),9%,-16%,.,-3%,0%,.,-10%,-12%,1,10%,-8%
Cc1cccc(NC(=O)N2CCC(NC(=O)c3ccccc3C)CC2)c1,1%,5%,.,0%,-2%,4%,1%,-8%,-2,-1%,-6%
COc1cc(/C=N/NC(=O)CC#N)ccc1Oc1nc(Cl)ncc1F,-1%,?,-2%,-1%,0%,-6%,-3%,-41%,5,-10%,-5%
CCOC(=O)NC(Nc1sc2c(c1C(N)=O)CCCC2)(C(=O)OCC)C(F)(F)F (stereo not drawn),1%,6%,.,1%,24%,-10%,0%,-20%,-9,-6%,.
O=C(N/N=C/c1ccncc1)c1cc2ccccc2o1,?,-2%,0%[46.1 µM],-6%,-2%,-1%,-1%,-1%,-3,0%,-2%
O=C(NCC(c1cccs1)N1CCOCC1)C1CCN(S(=O)(=O)c2c(Cl)cccc2Cl)CC1 (stereo not drawn),18%,7%,-12%,6%,6%,0%,-7%,1%,-4,-6%,-2%
Cc1[nH]nc(N=CC2=C(O)CC(c3ccco3)CC2=O)c1-c1ccc(Cl)cc1 (stereo not drawn),?,-4%,5%,-1%,-1%,1%,-1%,23%,9,?,-7%
CC(C)(C)C1CCc2onc(C(=O)O)c2C1 (stereo not drawn),2%,-5%,-3%,-1%,3%,7%,-4%,9%,-17,-6%,1%
O=C(O)CC(SCc1ccc(C(=O)O)o1)C(=O)O (stereo not drawn),-11%,3%,0%[46.1 µM],-3%,2%,2%,4%,34%,8,0%,-6%
CC(C)(C)NC(=O)C(c1ccncc1)N(C(=O)Cn1nnc(-c2ccc(F)cc2)n1)c1ccccc1 (stereo not drawn),0%,-13%,3%,11%,0%,-2%,4%,-11%,24,-5%,-1%
Cc1nnc(-c2cnn(-c3ccccc3)c2N)n1Cc1cccc(C(F)(F)F)c1,-11%,14%,4%,2%,-1%,10%,1%,11%,-17,-3%,-1%
Cn1c(N)c(C#N)c2c(c1=S)CSC(C)(C)C2,-1%,4%,4%,-1%,0%,4%,2%,-1%,-1,11%,-7%
CCOC(=O)C1CCCN(c2nc3ccccc3nc2C(C#N)C(=O)OCC)C1 (stereo not drawn),2%,-4%,-4%,19%,-1%,1%,-2%,-15%,5,?,-2%
COc1ccc(CNS(=O)(=O)c2ccc3c(c2)CCN3C(=O)C2CC2)cc1,-7%,-7%,6%,-1%,0%,5%,-1%,-44%,-15,?,-11%
COc1ccc(CNC(=O)C/C(C)=N/NC(=O)COc2ccc(Br)cc2)cc1,-3%,-1%,-2%,-1%,0%,2%,-4%,-7%,-4,1%,-5%
Cc1cc(C)c2nc(NC(=O)c3ccc(OCC4CCCO4)cc3)sc2c1 (stereo not drawn),-8%,2%,7%[46.1 µM],?,-1%,1%,0%,-4%,-2,6%,-2%
CCn1nnc2cc(C(=O)Nc3cccc(S(=O)(=O)N(C)C)c3)ccc21,0%,13%,1%,-5%,1%,-4%,0%,11%,-3,0%,-5%
Cc1cc(C)c2c3c(sc2n1)C(=O)N(Cc1ccccc1)CC(=O)N3,?,11%,3%,2%,10%,5%,-3%,-1%,-3,?,-2%
O=C(Nc1ccc2[nH]ccc2c1)c1ccccc1,?,4%,-4%,-2%,-1%,2%,0%,1%,-12,?,0%
